Screening results (PubChem BioAssay)
Wnt bcat act: Wnt/beta-catenin pathway activators, primary screen, cell-based, plate reader, single point. activation, % at 9.35 µM. 1.2% of 300,000 active. Wnt/beta-catenin reporter cell assay, activator. AID 743398, 2014; in the data active means activation above about 30%, passing the limit was not always enough;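 further: 0% = neutral control wells and 100% = positive control wells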
V-ATPase pH: regulators of yeast V-ATPase proton pumping, primary screen, pHLuorin cytosolic pH fluorescence; S. cerevisiae; response, % at 10 µM; 0.37% of 350,000 active; in the data active means response mostly above about 7.3%, no sharp cut-off; inactive means mostly below about 5.4%; further: actives read high; inactives centre near 0; some compounds called inactive have numbers as strong as hits; reference of the scale not given here
Starred values were filed as active, the others as inactive. These rows are one share of the data; count on the stated rates, not on these rows.

SMILES | Wnt bcat act | V-ATPase pH
Cc1ccc(S(=O)(=O)N2C[C@]3(O)C[C@@H]4C(=O)N(c5ccccc5)C(=O)[C@@H]4C[C@]3(OC(=O)NCc3ccccc3)C2)cc1 | -2.7 | 0.2
C[C@@H]1CN([C@@H](C)CO)C(=O)CCCn2nncc2CO[C@@H]1CN(C)C(=O)Nc1ccccc1F | -2.1 | -0.8
Cc1ccc(OC(=O)N(C)C[C@@H]2OCc3cn(nn3)CCCC(=O)N([C@@H](C)CO)C[C@H]2C)cc1 | -0.8 | -3.2
C=Cn1cc(CNC[C@H]2O[C@@H](n3cc(C)c(=O)[nH]c3=O)C[C@@H]2O)c(C)n1 | -0.3 | 2.2
CCCCN1C(=O)C(CC(=O)NC(c2ccccc2)c2ccccc2)CC(C(=O)N(CC)CC)=C1C (centres undefined) | -1.4 | 0.4
C[C@@H]1CN([C@@H](C)CO)C(=O)c2cc(NS(C)(=O)=O)ccc2O[C@@H](C)CCCCO[C@H]1CN(C)C(=O)Nc1ccc2c(c1)OCO2 | -1.9 | -1.4
COc1ccc(S(=O)(=O)N(C)[C@H]2C[C@H]3c4cc(-c5ccccc5)ccc4CCN3C(=O)[C@H]2[C@H](C)O)cc1 | -1.8 | 1.2
O=C(CCNC(=O)C1CCN(S(=O)(=O)c2ccccc2)CC1)NCc1cccnc1 | -4.7 | -1.5
C[C@@H]1CN([C@H](C)CO)C(=O)c2c(c3ccccc3n2C)-c2ccccc2CO[C@H]1CN(C)S(=O)(=O)c1cn(C)cn1 | -1.0 | 3.3
C#CCN(C[C@@H]1[C@@H](OC(=O)NCc2ccco2)[C@@H](OC(=O)NCc2ccco2)Cn2c(=O)n(CCCCCC)c(=O)n21)S(=O)(=O)c1ccc(C)cc1 | -2.2 | -0.2
CC1CCC(NC(=O)c2cccc(S(=O)(=O)N3CCOCC3)c2)CC1 (centres undefined) | -3.0 | -0.6
Cc1ccc(S(=O)(=O)N2C[C@H]3C(=O)C[C@@H](c4ccc(Cl)cc4)N(S(=O)(=O)c4ccccc4C)[C@H]3C[C@H]2c2cccc(Cl)c2)cc1 | -1.6 | -1.4
Cc1ccc(S(=O)(=O)N2C[C@H]3n4c(=O)ccc(=O)n4C[C@H](OC(=O)NCc4ccccc4F)[C@@]3(O)C2)cc1 | -4.3 | 0.5
O[C@H]1C[C@H](c2ccccc2)N(Cc2cccs2)C[C@@H]1n1cc(-c2ccc(F)cc2)nn1 | -2.8 | 0.2
C[C@H]1CCCCO[C@@H](CN(C)S(=O)(=O)c2ccc(F)cc2)[C@@H](C)CN([C@@H](C)CO)C(=O)c2cc(NC(=O)Nc3ccc4c(c3)OCO4)ccc2O1 | -1.4 | -3.0
C[C@@H]1CCCCO[C@H](CN(C)C(=O)Nc2cccc3ccccc23)[C@@H](C)CN([C@H](C)CO)C(=O)c2cc(NC(=O)c3ccccc3)ccc2O1 | -6.1 | -2.0
O=C1NC(Cc2ccc(O)cc2)c2nc3ccc(Br)cc3c(=O)n2-c2cc3ccccc3cc21 (centres undefined) | -9.3 | -2.2
C[C@H](CO)N1C[C@H](C)[C@H](CN(C)S(=O)(=O)c2cccc(F)c2)OCc2ccccc2-c2c(n(C)c3ccccc23)C1=O | -2.2 | 0.5
CNC(=O)C[C@H]1C(=O)N(C2CCCCC2)C[C@@H]1c1ccc(Br)cc1 | -2.2 | 0.2
CC(C)C1C(=O)N(Cc2cn(CCC3OCCO3)nn2)CCS(=O)(=O)N1Cc1ccc(-c2ccc(F)cc2)cc1 (centres undefined) | -3.6 | 3.0
C[C@@H]1CN([C@H](C)CO)C(=O)CCCn2nncc2CO[C@@H]1CN(C)S(C)(=O)=O | 4.9 | -1.0
Cc1ccc(S(=O)(=O)N2CC3(O)CN(C(=O)OC(C)C)N(C(=O)OC(C)C)CC3(OC(=O)NCC3CCCCC3)C2)cc1 (centres undefined) | -4.9 | -1.1
C[C@@H]1CN([C@H](C)CO)C(=O)c2cc(Br)cnc2O[C@@H]1CN(C)Cc1ccc(-c2ccccc2)cc1 | -2.6 | 2.8
CN(c1ccccc1)S(=O)(=O)c1cccc(NC(=O)CCNC(=O)c2ccco2)c1 | -3.8 | -1.0
O=C1[C@H]2[C@@H](c3ccccc3)N[C@]3(CCCN(Cc4ccc(Br)cc4)C3=O)[C@H]2C(=O)N1Cc1ccccc1 | -1.5 | 0.6

(list continues)
SMILES | Wnt bcat act | V-ATPase pH
CNC(=O)C[C@H]1C(=O)N(CCc2ccccc2)C[C@@H]1Cc1ccccc1 | 2.7 | 0.4
CCCCCCN1C[C@H](n2cc(COC(=O)c3ccccc3)nn2)[C@@H](O)C[C@@H]1c1ccc(Cl)cc1 | -3.6 | -1.7
Cc1ccc(S(=O)(=O)N2C[C@]3(O)C[C@@H]4C(=O)N(c5ccccc5)C(=O)[C@@H]4C[C@]3(OC(=O)NC3CC3)C2)cc1 | -1.3 | 0.1
C[C@@H]1CN([C@H](C)CO)C(=O)c2c(c3ccccc3n2C)-c2ccccc2CO[C@@H]1CN(C)S(=O)(=O)c1cccs1 | -1.9 | -1.6
O=C(Nc1ccc(C(=O)N2CCOCC2)cc1)c1ccccc1Cl | -4.0 | 4.4
CCc1cccc(NC(=O)c2cc(S(=O)(=O)N3CCCCC3)ccc2N2CCOCC2)c1 | -0.4 | -0.3
COC(=O)C[C@@H]1C[C@@H]2c3cc(NS(=O)(=O)c4ccc(F)cc4)ccc3O[C@@H]2[C@H](CO)O1 | -2.9 | 1.8
C[C@H](CO)N1C[C@H](C)[C@@H](CN(C)C(=O)Nc2ccccc2F)Oc2ncc(Br)cc2C1=O | -2.6 | -0.7
CN(C)c1ccc(/C=C2\c3ccccc3C(=O)N2c2ccccc2)cn1 | 1.5 | 0.7
CC1(C)CC(=O)C=C(c2ccc(COC(=O)C3CC3)cc2)C1=O | -0.4 | -2.6
C[C@@H]1CN([C@H](C)CO)C(=O)CCCn2nncc2CO[C@@H]1CN(C)S(=O)(=O)c1ccc(-n2cccn2)cc1 | 1.1 | -1.2
COc1ccc(N2CCN(CCCn3ccc(NC(=O)OCc4ccccc4)nc3=O)CC2)cc1 | -0.9 | 3.2
CCCCCC(=O)N1C[C@H](n2cc(COC(=O)c3ccccc3)nn2)[C@@H](O)C[C@@H]1c1ccc(Cl)cc1 | -15.0 | 1.5
CCN(CC)C(=O)C1=C(C)N(CCCN2CCCC2=O)C(=O)C(CC(=O)NCCc2ccccn2)C1 (centres undefined) | 0.4 | -0.4
COCCCN1C(=O)C(CC(=O)NC2CCCC2)CC(C(=O)N2CCOCC2)=C1C (centres undefined) | -1.4 | -0.4
Cc1ccc(C)c(C(=O)COC(=O)c2cc(S(=O)(=O)N3CCOCC3)ccc2F)c1 | 0.1 | -0.8
O=C(CSc1ccccc1F)NC(=O)NC1CCCC1 | -1.4 | 2.3
O=C(C[C@H]1C(=O)N(Cc2cccnc2)C[C@@H]1Cc1ccccc1)Nc1ccccc1 | -1.9 | -2.2
C[C@H](NC(=O)c1ncn2c1c(=O)[nH]c1ccc(Br)cc12)c1ccccc1 | -2.5 | 1.6
OCc1ccc(-c2ccccc2)c(-c2ccccc2)c1 | -1.5 | 7.5
Cc1cccc(S(=O)(=O)N(C)C[C@@H]2OCc3cn(nn3)CCCC(=O)N([C@H](C)CO)C[C@H]2C)c1 | -1.6 | -3.4
COc1cccc(S(=O)(=O)N(C)C[C@@H]2OCc3cn(nn3)CCCC(=O)N([C@@H](C)CO)C[C@H]2C)c1 | -0.5 | -0.3
Cc1noc(C)c1NC(=O)N(C)C[C@@H]1Oc2cc(Br)ccc2S(=O)(=O)N([C@@H](C)CO)C[C@H]1C | -0.8 | -1.5
O[C@H]1CN(CC2CCCCC2)[C@@H](c2ccccc2)C[C@@H]1n1cc(C2CC2)nn1 | -2.9 | 1.6
CC(=O)Nc1ccc(OCc2cn(CC(=O)c3ccc(O)cc3)nn2)cc1 | -1.0 | 0.9

A different layout for some results above.
compound: CCCCCC(=O)N1C[C@H](n2cc(COC(=O)c3ccccc3)nn2)[C@@H](O)C[C@@H]1c1ccc(Cl)cc1
  Wnt bcat act = -15.0 | V-ATPase pH = 1.5

compound: CCN(CC)C(=O)C1=C(C)N(CCCN2CCCC2=O)C(=O)C(CC(=O)NCCc2ccccn2)C1 (centres undefined)
  Wnt bcat act = 0.4 | V-ATPase pH = -0.4

compound: COCCCN1C(=O)C(CC(=O)NC2CCCC2)CC(C(=O)N2CCOCC2)=C1C (centres undefined)
  Wnt bcat act = -1.4 | V-ATPase pH = -0.4

compound: Cc1ccc(C)c(C(=O)COC(=O)c2cc(S(=O)(=O)N3CCOCC3)ccc2F)c1
  Wnt bcat act = 0.1 | V-ATPase pH = -0.8

Following part
SMILES | Wnt bcat act | V-ATPase pH
C[C@H]1CN([C@@H](C)CO)S(=O)(=O)c2ccc(Br)cc2O[C@@H]1CN(C)C(=O)Nc1ccc2c(c1)OCO2 | -1.7 | 1.0
C[C@H]1CN([C@@H](C)CO)C(=O)c2cc(Br)cnc2O[C@H]1CN(C)S(=O)(=O)c1cccs1 | -1.2 | -0.4
Cc1cccc(-c2n[nH]nc2C2=CC(=O)CC(C)(C)C2)c1 | -0.9 | -1.5
CCN1C(=O)[C@H]2[C@@H](c3ccc(C(F)(F)F)cc3)N[C@]3(CCCN(Cc4cccn4C)C3=O)[C@H]2C1=O | -6.0 | -0.3
Cc1cc(C)c2c(=O)n3c(nc2c1)C(Cc1ccccc1)NC(=O)c1cc2ccccc2cc1-3 (centres undefined) | -3.7 | 0.9
COc1ccc(-c2n[nH]nc2C2=CC(=O)CC(C)(C)C2)cc1 | -4.6 | 1.6
c1ccc2c(c1)COc1c3cc4c(cc3nn1-2)OCO4 | 0.0 | 2.5
CCCCCCn1c(=O)n2n(c1=O)[C@@H]1CN(S(=O)(=O)c3ccc(C)cc3)C[C@]1(O)[C@@H](OC(=O)Nc1c(C)noc1C)C2 | -1.2 | -1.6
C[C@@H]1CN([C@@H](C)CO)S(=O)(=O)c2ccc(/C=C/c3ccccc3)cc2O[C@@H]1CN(C)Cc1ccc(C(=O)O)cc1 | 1.6 | 4.1
Cc1ccc(S(=O)(=O)N2C[C@@H](C)[C@]3(C2)[C@H](O)[C@H](OC(=O)NCc2ccccc2F)C[C@H]2C(=O)N(c4ccccc4)C(=O)[C@H]23)cc1 | -1.6 | 0.8
C[C@H]1CN(Cc2ccccc2)C(=O)[C@@H]1CC(=O)Nc1ccccc1 | -0.8 | 2.2
COc1ccc(NC(=O)N(C)C[C@H]2OCCCC[C@@H](C)Oc3ccc(NC(=O)c4ccccc4)cc3C(=O)N([C@H](C)CO)C[C@@H]2C)cc1 | -2.7 | 1.7
Cc1ccc(S(=O)(=O)N(C)C[C@H]2OCCCC[C@H](C)Oc3ccc(NC(=O)Nc4cccc5ccccc45)cc3C(=O)N([C@@H](C)CO)C[C@H]2C)cc1 | -4.9 | 0.2
Clc1ccc2nc(-c3ccccc3)c(Cc3ccccc3)n2c1 | 6.4 | -0.9
C#CCN(C[C@@H]1[C@@H](OC(=O)NCC2CCCCC2)[C@@H](OC(=O)NCC2CCCCC2)Cn2c(=O)n(CCCCCC)c(=O)n21)S(=O)(=O)c1ccc(C)cc1 | -2.2 | 0.1
COc1ccc(-c2ccc(CN3C(C)C(=O)N(Cc4cn(CC5CCCCC5)nn4)CCS3(=O)=O)cc2)cc1 (centres undefined) | -2.0 | 0.6
CCCCCCN1C[C@@H](n2cc(COC(=O)c3ccccc3)nn2)[C@H](O)C[C@@H]1c1ccc(OC)cc1 | -3.4 | 1.2
C[C@H](O)CNC(=O)c1[nH]cnc1C(=O)N[C@@H](C)c1ccccc1 | -1.1 | 1.9
C[C@H]1CN([C@@H](C)CO)C(=O)CCCn2nncc2CO[C@@H]1CN(C)Cc1ccccc1C(F)(F)F | -1.9 | -2.0
C[C@H]1CN([C@@H](C)CO)C(=O)c2cc(Br)cnc2O[C@@H]1CN(C)C(=O)CN(C)C | -3.0 | -0.8
CN1OC[C@@H]2CN(Cc3cc(Cl)cc(Cl)c3)[C@H](c3cccc(-c4ccc(C#N)cc4)c3)C[C@@H]21 | -2.6 | 2.0
CCOC(=O)CCCCCC(=O)Nc1ccc2c(c1)C(=O)N([C@H](C)CO)C[C@H](C)[C@@H](CN(C)C(=O)Nc1ccccc1)OCCCC[C@@H](C)O2 | -0.6 | 4.6
COc1ccc(CN2C(=O)C(CC(=O)NCc3cccc4ccccc34)CC(C(=O)N3CCOCC3)=C2C)cc1 (centres undefined) | -1.1 | 1.1
CCCCCCN1C[C@H](O)[C@@H](n2cc(C3CC3)nn2)C[C@@H]1c1ccc(OC)cc1 | -0.9 | 0.1
Nc1ccn([C@@H]2O[C@H](CNCc3ccc(-c4cc(C(F)(F)F)ccc4Cl)o3)[C@@H](O)[C@H]2O)c(=O)n1 | -1.5 | -1.1
CCC(=O)Nc1ccc(S(=O)(=O)NC[C@H]2O[C@@H](n3cc(C)c(=O)[nH]c3=O)C[C@@H]2O)cc1 | -0.9 | -0.7
CC1C(=O)N(Cc2cn(CCC3OCCCO3)nn2)CCS(=O)(=O)N1Cc1ccc(-c2cccc(CO)c2)cc1 (centres undefined) | -3.0 | 4.0
C[C@@H]1CN([C@@H](C)CO)S(=O)(=O)c2ccc(-c3ccccc3)cc2O[C@@H]1CN(C)Cc1ccccc1C(=O)O | -2.2 | -1.4
C#CCN(C[C@@H]1[C@@H](OC(=O)NC2CC2)[C@@H](OC(=O)NC2CC2)Cn2c(=O)ccc(=O)n21)S(=O)(=O)c1ccc(C)cc1 | -2.8 | -0.6
